Cav3 T inh: Cav3.2 calcium influx blockers – cell-based, Fluo-4 calcium fluorescence, FDSS, MLSMR library, primary screen | Cav3.2-expressing cells; hits give low values | B-score at 10 µM | 4% of 100,000 active | AID 449739, 2010;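 active = single-dose well whose peak fluorescence ratio is a statistical outlier from its plate by either plate-standardised score or position-corrected B-score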
Target sequence (O95180 whole entry, looked up): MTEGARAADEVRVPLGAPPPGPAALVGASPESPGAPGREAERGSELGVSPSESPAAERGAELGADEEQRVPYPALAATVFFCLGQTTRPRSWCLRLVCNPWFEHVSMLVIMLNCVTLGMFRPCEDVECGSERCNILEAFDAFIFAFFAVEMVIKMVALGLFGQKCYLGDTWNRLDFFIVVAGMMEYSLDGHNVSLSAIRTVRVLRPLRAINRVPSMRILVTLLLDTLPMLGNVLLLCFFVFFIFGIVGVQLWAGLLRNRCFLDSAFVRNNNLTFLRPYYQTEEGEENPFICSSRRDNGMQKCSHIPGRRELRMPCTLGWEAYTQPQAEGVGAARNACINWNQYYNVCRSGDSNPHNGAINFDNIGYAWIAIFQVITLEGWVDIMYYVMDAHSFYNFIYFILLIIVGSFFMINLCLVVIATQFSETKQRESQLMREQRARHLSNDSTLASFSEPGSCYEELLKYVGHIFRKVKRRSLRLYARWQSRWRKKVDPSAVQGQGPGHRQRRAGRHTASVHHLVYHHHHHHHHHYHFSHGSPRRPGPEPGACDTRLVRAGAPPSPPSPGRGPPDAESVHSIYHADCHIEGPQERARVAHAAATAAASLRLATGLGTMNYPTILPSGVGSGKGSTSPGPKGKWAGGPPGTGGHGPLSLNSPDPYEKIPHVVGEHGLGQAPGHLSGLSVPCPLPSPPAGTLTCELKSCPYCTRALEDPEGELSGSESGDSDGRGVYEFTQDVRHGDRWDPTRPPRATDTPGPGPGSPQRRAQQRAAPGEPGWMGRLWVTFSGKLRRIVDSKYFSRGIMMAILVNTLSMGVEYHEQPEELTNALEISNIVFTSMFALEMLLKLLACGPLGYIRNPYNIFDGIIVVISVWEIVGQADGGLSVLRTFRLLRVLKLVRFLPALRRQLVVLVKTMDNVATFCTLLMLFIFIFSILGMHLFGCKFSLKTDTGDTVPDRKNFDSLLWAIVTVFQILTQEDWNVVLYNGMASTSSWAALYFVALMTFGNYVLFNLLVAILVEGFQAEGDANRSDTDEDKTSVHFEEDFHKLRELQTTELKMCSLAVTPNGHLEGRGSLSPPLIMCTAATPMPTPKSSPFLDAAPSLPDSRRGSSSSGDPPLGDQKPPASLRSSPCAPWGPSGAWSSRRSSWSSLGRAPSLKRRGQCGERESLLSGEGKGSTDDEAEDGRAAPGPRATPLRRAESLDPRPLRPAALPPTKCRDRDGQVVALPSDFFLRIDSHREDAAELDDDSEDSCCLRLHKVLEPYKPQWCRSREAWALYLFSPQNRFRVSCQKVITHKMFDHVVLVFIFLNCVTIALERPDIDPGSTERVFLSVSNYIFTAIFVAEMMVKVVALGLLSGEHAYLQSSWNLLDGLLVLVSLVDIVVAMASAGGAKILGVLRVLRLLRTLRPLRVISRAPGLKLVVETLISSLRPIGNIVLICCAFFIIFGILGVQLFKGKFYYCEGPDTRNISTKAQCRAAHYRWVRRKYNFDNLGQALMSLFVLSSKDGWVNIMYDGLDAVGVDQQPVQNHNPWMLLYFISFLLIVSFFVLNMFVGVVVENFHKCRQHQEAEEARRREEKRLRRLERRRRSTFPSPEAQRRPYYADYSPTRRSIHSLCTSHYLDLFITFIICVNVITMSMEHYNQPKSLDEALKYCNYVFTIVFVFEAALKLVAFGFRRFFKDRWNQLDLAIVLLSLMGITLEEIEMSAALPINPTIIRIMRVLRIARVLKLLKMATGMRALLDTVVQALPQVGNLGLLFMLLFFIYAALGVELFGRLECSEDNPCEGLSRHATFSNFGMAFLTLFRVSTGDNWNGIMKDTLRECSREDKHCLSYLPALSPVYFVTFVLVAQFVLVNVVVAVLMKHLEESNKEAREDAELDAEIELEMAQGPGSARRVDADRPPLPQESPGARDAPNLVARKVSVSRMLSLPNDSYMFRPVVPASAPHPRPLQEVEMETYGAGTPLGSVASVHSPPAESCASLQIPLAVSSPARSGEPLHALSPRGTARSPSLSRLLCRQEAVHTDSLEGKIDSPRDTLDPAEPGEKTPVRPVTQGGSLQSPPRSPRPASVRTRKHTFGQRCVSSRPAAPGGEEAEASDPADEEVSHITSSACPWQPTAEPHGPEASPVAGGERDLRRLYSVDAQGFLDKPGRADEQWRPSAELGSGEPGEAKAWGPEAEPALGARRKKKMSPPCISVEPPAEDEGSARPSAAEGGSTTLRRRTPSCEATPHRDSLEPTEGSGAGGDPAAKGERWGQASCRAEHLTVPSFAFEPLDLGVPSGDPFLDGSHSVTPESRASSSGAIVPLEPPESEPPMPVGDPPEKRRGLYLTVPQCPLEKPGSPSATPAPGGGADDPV
Active calls of the source: *. An excerpt; rates above refer to the full screens.

Preview, 7 compounds:
Structure | Cav3 T inh
CCn1c(COc2ccc(C)cc2)nnc1SCC(=O)Nc1cc(OC)ccc1OC | -3
COc1ccc(C(=O)Nn2cnnc2)c(OC)c1 | 0.4
Cn1nccc1C(=O)Nn1cnnc1 | -0.018
CCn1c(SCC(=O)Nc2ccc(OCc3ccccc3)cc2)nnc1-c1ccco1 | -1.1
Cc1cc(NC(=O)CSc2ccc3nnc(-c4ccccc4)n3n2)no1 | 0.0032
COC(=O)C1=NN(c2ccc(C)cc2)C2(S1)SC(C(C)=O)=C(C)N2c1ccccc1 (configuration not stated) | -3.1
CS(=O)(=O)NCc1ccc(C(=O)NCCOc2ccccc2)cc1 | 0.45

The list itself, from the first entry:
Structure | Cav3 T inh
CCn1c(COc2ccc(C)cc2)nnc1SCC(=O)Nc1cc(OC)ccc1OC | -3
COc1ccc(C(=O)Nn2cnnc2)c(OC)c1 | 0.4
Cn1nccc1C(=O)Nn1cnnc1 | -0.018
CCn1c(SCC(=O)Nc2ccc(OCc3ccccc3)cc2)nnc1-c1ccco1 | -1.1
Cc1cc(NC(=O)CSc2ccc3nnc(-c4ccccc4)n3n2)no1 | 0.0032
COC(=O)C1=NN(c2ccc(C)cc2)C2(S1)SC(C(C)=O)=C(C)N2c1ccccc1 (configuration not stated) | -3.1
CS(=O)(=O)NCc1ccc(C(=O)NCCOc2ccccc2)cc1 | 0.45
O=C(Nc1ccc(N2CCCCC2)c(Cl)c1)c1ccc2c(c1)OCCO2 | -1.4
C=CCOc1c(Cl)cc(CNCCC)cc1Cl | 0.5
CCOc1cc(/C=C2/NC(=O)N(CC(=O)Nc3cccc(C)c3)C2=O)ccc1OC | -0.37
Cc1sc2ncnc(SCC(=O)NC(=O)NCc3ccco3)c2c1C | -0.43
CCCCCn1c(N2CCN(c3cccc(Cl)c3)CC2)nc2c1c(=O)[nH]c(=O)n2C | -5.4*
COc1ccc2nc(NCCCNC(=O)c3cc(OC)c(OC)c(OC)c3)c(C#N)cc2c1 | -1.2
CCOC(=O)CSc1nc2sc3c(c2c(=O)[nH]1)CCCC3 | 1.4
CCCc1cc(C(=O)Nc2nccs2)cs1 | -1.9
CCOC(=O)c1cccc(NC(=O)Nc2cc(OC)ccc2OC)c1 | -0.1
O=S(=O)(c1ccc(Br)s1)N1CCN(c2ccccc2)CC1 | -1.2
C/C(CC1CC2=C(CC1(C)C)C(C)(C)CCC2)=N\NC(N)=S (configuration not stated) | -3.1
Cc1cc(NC(=O)COC(=O)CCC(=O)c2ccc(F)cc2)no1 | 0.41
NC(=O)c1ncn([C@@H]2O[C@H](CO)[C@@H](O)[C@H]2O)n1 | 0.071
COc1ccc(NC(=O)CSc2nc(N3CCCCC3)nc(N3CCCCC3)n2)cc1 | 1.1
O=C(NCCC1=CCCCC1)C1CCN(c2nc3ccccc3o2)CC1 | -3.3
CCOC(=O)CN1C=C(c2ccc3ccccc3n2)C(C[N+](=O)[O-])c2ccccc21 (configuration not stated) | -4.9*
COc1ccccc1NC(=O)Cn1ncc2c1-c1ccccc1OC2 | 0.9
Cn1ccc(C(=O)OCC(=O)c2ccccc2)n1 | 0.47
Cc1ccc(-c2nc3ccccc3[nH]2)cc1NC(=O)c1ccco1 | 0.24
Cc1ccc(C(=O)c2oc3ccccc3c2N)cc1 | -1.3
CN(Cc1cnn(C)c1)C(=O)C1CCCCC1C(=O)O (configuration not stated) | 1.3
COC(=O)CCC(NC(=O)c1cc(C)oc1C)C(=O)OC (configuration not stated) | 0.18
Cc1c(NC(=O)Nc2cccc(Cl)c2)c(=O)n(-c2ccccc2)n1C | -0.47

3 structures already listed, arranged by SMILES length, highest first:
Structure | Cav3 T inh
NC(=O)c1ncn([C@@H]2O[C@H](CO)[C@@H](O)[C@H]2O)n1 | 0.071
COC(=O)CCC(NC(=O)c1cc(C)oc1C)C(=O)OC (configuration not stated) | 0.18
CN(Cc1cnn(C)c1)C(=O)C1CCCCC1C(=O)O (configuration not stated) | 1.3

The list goes on.
Structure | Cav3 T inh
NC(=O)CC(NC(=O)Cc1ccc(Cl)cc1)c1ccc(NC2CCCC2)c([N+](=O)[O-])c1 (configuration not stated) | 1.1
COc1ccc(S(=O)(=O)N2CCOCC2)cc1Cl | -0.21
CCN1CCN(C(=O)CCCCCn2c(=O)[nH]c3cc(C(=O)OC)ccc3c2=O)CC1 | 0.2
CCc1nnc(NC(=O)CCC(=O)N2CCN(C3CCCCC3)CC2)s1 | 0.73
CCCc1cc(C(N)=O)c(NC(=O)c2ccoc2C)s1 | 0.12
COc1cccc(-c2nnc3sc(-c4ccccn4)nn23)c1 | 0.89
COc1cc(-c2cc(N)n(S(=O)(=O)c3ccc(F)cc3)n2)cc(OC)c1OC | -1.3
COc1cc(NC(=O)NCCN2CCN(c3ccc(Cl)cc3)CC2)ccc1C | 1.1
Cn1c(SCCCC(=O)c2ccccc2)nnc1-c1ccncc1 | 0.89
COc1ccc(N=c2sc3ccccc3n2C)cc1 | -0.11
c1ccc(N2CCN(c3nc4cc5c(cc4s3)OCO5)CC2)cc1 | -0.18
COC(=O)C(C#N)C(c1cccnc1)c1c(C)[nH][nH]c1=O (configuration not stated) | 0.25
O=C(NCC(=O)N(c1ccc2c(c1)OCO2)C(C(=O)NC1CCCC1)c1cccs1)c1ccco1 (configuration not stated) | 0.26
Cc1ccccc1OCCCCn1cnc2ccccc21 | -2.5
N#CC1=C(N)N(c2ccccc2)C(c2cccc([N+](=O)[O-])c2)C1(C#N)C#N (configuration not stated) | -6.6*
C[C@@H](O)C1NC(=O)[C@H](CCCCN)NC(=O)c2cc([N+](=O)[O-])cc(I)c2OCC[C@@H](C(N)=O)NC1=O (some centres not stated) | -0.37
COc1ccc(NC(=O)C2Cc3ccccc3C(=O)O2)cc1 (configuration not stated) | 0.21
CC(C)c1c(O)nc(SCC(=O)Nc2ccc3c(c2)CCC3)[nH]c1=O | -1.6
O=S(=O)(c1cc(C(F)(F)F)ccc1Cl)N1CCCCCC1 | -1.5
CCc1c(C)c2ccc(OCC(=O)OC(C)C)c(C)c2oc1=O | 0.86
CCCCC(=O)Nc1ccc(NC(=O)C2CC2)cn1 | 0.012
O=C1C(=O)N(Cc2cccnc2)C(c2ccccn2)/C1=C(/O)c1ccccc1 (configuration not stated) | -1
COc1cc(/C=C2/C(=N)N3C=CSC3=NC2=O)ccc1OCCCOc1c(C)cccc1C | -1.7
CC12CCC(C(=O)NCc3ccco3)(OC1=O)C2(C)C (configuration not stated) | 0.013
O=C(C1=C[C@H](c2ccccc2)C[C@H](OCCCCO)O1)N1CCOCC1 | 0.67
Oc1c(Cl)cc(Cl)cc1C=Nc1ccc2c(c1)OCCO2 | -9*
CN(C)S(=O)(=O)Nc1ccc(NS(=O)(=O)N(C)C)c(S(=O)(=O)c2ccccc2)c1 | -0.34
COc1ccc(-c2cc(C(F)(F)F)n3nc(C(=O)NCc4ccco4)cc3n2)cc1OC | -0.9
CCCn1cnc2cc(NCc3cccc(OC)c3O)ccc21 | -0.54
CCc1nc2nc(C)cc(Nc3cccc(C(F)(F)F)c3)n2n1 | 1.6
COc1cccc(CN2CCN(C(=O)c3cccs3)CC2)c1OC | 0.11
CCOC(=O)C1=C(C)OC(N)=C(C(=O)OCC)C1c1ccncc1 (configuration not stated) | 0.79
CC(C)(C)CN1C(=O)C(=O)NC[C@H]1Cc1ccc(O)cc1 | 0.31
O=C(CN1CCCCC1)N1CCN(C(=O)CN2CCCCC2)CC1 | 1.1
COC(=O)/C=c1\sc2n(c1=O)C(C)=CC(C)(C)N=2 | 1.8
O=C(NCCc1ccccc1)C1c2ccccc2C(=O)N1C1CC1 (configuration not stated) | -0.89
CCOC(=O)CC(C#N)c1c[nH]c2ccccc12 (configuration not stated) | -0.0005
O=c1cc[nH]c2cc(C(F)(F)F)ccc12 | 0.4
O=C1CN(C(=O)c2cnccn2)c2ccccc2N1 | 0.075
Cc1noc(C(=O)NCc2cccnc2)c1Cl | 0.91
O=C(Nc1cccc2ccccc12)c1cn(-c2ccccc2)nc1-c1cccs1 | -2.5
CC(=O)c1cc(C)ccc1OC(=O)CCN1C(=O)C2C3c4ccccc4C(c4ccccc43)C2C1=O (configuration not stated) | 0.52
CCN(CC)C(=O)CSc1nnc(CCNC(=O)OC(C)(C)C)o1 | -0.051
O=S(=O)(Nc1nccs1)c1ccc(NS(=O)(=O)c2cccs2)cc1 | -1.2
Cc1nn(CC(=O)NCCN2CCOCC2)c(=O)c2ccccc12 | 0.055
O=C(CSc1nnc(-c2ccccn2)n1Cc1ccccc1)NC1CCCC1 | -0.31
Cc1cccc(Nc2nnc(C)c(=O)n2N)c1 | 0.026
COCc1cc(=O)n2[nH]c(C)cc2n1 | -0.072
CCSc1ccccc1C(=O)Nc1cccc(OC)c1 | -0.28
O=C(O)C1=C[C@H](c2ccccc2)C[C@H](OCc2ccc(CO)cc2)O1 | 1.9
NC(=O)C1CCN(C(=O)c2ccc(Oc3ccccc3)cc2)CC1 | 0.45
Cc1ccc(CNC(=O)C2(NC(=O)Nc3ccc(C)cc3)CCCCC2)cc1 | -0.079
Cn1c(=O)oc2cc(S(=O)(=O)N3CCC(C(=O)N4CCN(c5ccccc5)CC4)CC3)ccc21 | -0.76
CCC1(CC)C(=O)C2=C3C1[C@H](C(=O)OC)CC(C(=O)OC)C[C@H]3n1c(=O)n(C)c(=O)n1[C@H]2C (some centres not stated) | -0.9
N#Cc1c(N)nc2c3c(sc(=N)c2c1N)NC(=O)CC3c1ccccc1Cl (configuration not stated) | -0.015
CCOc1cc(N2CCOCC2)c(OCC)cc1NC(=O)Cc1cn2ccsc2n1 | 0.49
Cc1cccc(C)c1N1CCN(S(=O)(=O)c2ccc(F)cc2)CC1 | 1.3
CCO[C@H]1OC(C(=O)O)=C[C@@H](c2ccc(C(F)(F)F)cc2)[C@@H]1CCCO | 0.0073
CCC(=NCCN1CCNCC1)C1=C(O)CC(C)(C)CC1=O | 0.22
c1ccc(C(Cc2nc(-c3cccnc3)no2)c2ccccc2)cc1 | -1.1

(listing goes on)
Structure | Cav3 T inh
CCOC(=O)c1ccc2c(c1)C1C=CCC1C(C(=O)O)N2 (configuration not stated) | 0.44
CCOC(=O)N1CCN(CCC(=O)Nc2ccccc2OC)CC1 | -0.62
Cn1c(SCCOc2ccccc2Cl)nnc1-c1cccs1 | -3.1
COc1ccc(-c2nnc(SCCC(=O)O)n2-c2ccccc2)cc1OC | 0.018
CCOC(=O)N1CCC(NC(=O)c2cnn3c2NC(c2ccco2)CC3C(F)(F)F)CC1 (configuration not stated) | 1
CCOc1ccc(-n2c(C)nc3cc(C(=O)NCCN4CCOCC4)ccc32)cc1 | 1.1
COc1ccc(C2C(C(=O)N3CCN(C)CC3)c3ccccc3C(=O)N2C2CCCCC2)cc1 (configuration not stated) | 0.22
Nc1nnc(SCc2cccc(C(F)(F)F)c2)s1 | 0.52
CCOc1cc(C=O)ccc1OCCCN1C(=O)NC(C)(C)C1=O | 0.82
CCOC(=O)Cn1nc(/C=C/c2ccc(C)cc2)ccc1=O | -0.91
CCOC(=O)CSc1nnc(CNC(=O)c2cccs2)n1-c1cc(OC)ccc1OC | 0.31
CN(C)C(CNC(=O)CCCc1c[nH]c2ccccc12)c1ccco1 (configuration not stated) | 1.4
CCOP(C)(=O)C1(C(=O)OCc2ccccc2)CC1 (configuration not stated) | -0.02
CC1CCCC(NC(=O)COC(=O)CCC2CCCC2)C1C (configuration not stated) | 0.29
Cc1ccsc1C=Nc1c(C)n(C)n(-c2ccccc2)c1=O | 0.047
Cc1ccc(CN2CCN(CC(=O)NCc3ccc(Cl)cc3)C2=O)cc1 | -4*
CC(C1CC1)N(C(=O)c1ccccc1O)c1ccccc1 (configuration not stated) | -0.12
O=C(O)c1ccc(CSCc2ccco2)cc1 | 0.39
O=C(CCC1CCCC1)Nc1ccc(Br)cn1 | -1.3
Cc1cccc(OCC(=O)Nc2cccc(-c3nnc(-c4ccccc4)o3)c2)c1C | -1.1
O=C(c1ccco1)N(Cc1ccc([N+](=O)[O-])cc1)c1ccc(Cl)cc1 | -6.9*
O=C(O)CC[C@@H](C(=O)O)N1C(=O)c2ccccc2C1=O | 1.4
O=C(OCc1cc2ccccc2[nH]c1=O)C1CCCCC1 | -0.98
CCOc1cc(C=C(C(=O)OC)C(=O)OC)ccc1OCc1ccc([N+](=O)[O-])cc1 | 0.46
CCOc1ncccc1C(=O)OCc1nnc(-c2ccccc2)o1 | -1.2
Cc1ccc(SCc2nc3ccccc3n2CC(=O)Nc2ccc(Cl)cc2)cc1 | -1.3
O=C(c1ccco1)N1CCN(C(c2ccc(Cl)cc2)c2nnnn2CC2CCCO2)CC1 (configuration not stated) | 0.038
Cc1ccc(N2CC(C(=O)Nc3ccccc3C(=O)NC3CCCCC3)CC2=O)cc1 (configuration not stated) | -0.6
C/[N+]([O-])=C1\Cc2ccccc2C1=O | -0.74
CCOc1ccccc1NC(=S)N1CCC(NC(=O)NC23CC4CC(CC(C4)C2)C3)CC1 | -2
Cn1cnnc1Sc1nc2c(c(=O)n(C)c(=O)n2C)n1Cc1ccccc1Cl | 1.3
O=[N+]([O-])c1ccccc1/C=N/Nc1nccnc1Cl | 0.34
O=C1Nc2ccccc2/C1=C/C(=O)c1cccs1 | -1.6
c1ccc2oc(Cc3ccc(Cc4nc5ccccc5o4)cc3)nc2c1 | 0.15
O=C(CSc1ccc(-c2nc3ccccc3[nH]2)cn1)Nc1ccc2c(c1)OCCO2 | 0.77
CN1CCN(/C=N/c2c(C#N)cnn2Cc2ccccc2)CC1 | -0.064
Fc1cccc(-c2cc3nc(-c4ccccc4)cc(N4CCC5(CC4)OCCO5)n3n2)c1 | 0.52
Cc1c(NC(=O)C(C)N2CC(C)OC(C)C2)c(=O)n(-c2ccccc2)n1C (configuration not stated) | 0.78
CC1=CC(=NOC(=O)/C=C/c2ccccc2)C=C(C)C1=O | 0.033
CCOC(=O)c1cccc(NC(=O)c2cccnc2)c1 | 0.29
O=c1[nH]c2ccccc2n2c(-c3ccccc3)nnc12 | -0.17
O=C(CNC(=O)c1ccccn1)N/N=C/c1ccccc1 | 0.35
O=C(CCC1=NS(=O)(=O)c2ccccc2N1)NC1CCCCCCC1 | 0.98

From PubChem BioAssay
